PKA inh – inhibitors of human protein kinase A; AID 524; inhibition, % at 6 µM; P17612; PKA Kemptide phosphorylation, Kinase-Glo ATP luminescence; 0.1% of 65,000 active;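 active means inhibition above the screen-wide mean inhibition plus 3 SD, cut at about 21% in these data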; further: many of its hits are not listed in these tables
JNK3 inh – JNK3 (human) kinase inhibition | inhibition, % at 8 µM | purified JNK3 kinase activity, HTS | 0.61% of 60,000 active | AID 746; in the data active means inhibition above about 17%;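 further: 0% = DMSO and 100% = reference inhibitor; many of its hits are not listed in these tables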
RORa activator – activators of human nuclear receptor RORA; P35398; CHO-K1 Gal4-RORA LBD luciferase reporter, luminescence; percent increase over mock-subtracted basal signal; activation, % at 10 µM; 1.5% of 65,000 active;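 active means activation above the mean of all tested compounds plus 3 SD, cut at about 49% in these data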;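 further: 0% = DMSO-treated RORA cells and 100% = added signal equal to DMSO minus mock-transfected cells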
AP ELISA ortho – orthogonal test for alternative complement pathway inhibitors; inhibition, % at 5 µM; Human serum alternative complement pathway, LPS-coated ELISA, C3 deposition; tested in compound mixtures; 0.08% of 62,000 active;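 active means inhibition above 30% in each of the two pooled mixtures holding the compound, so the lower value exceeds 30%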;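 further: 0% = serum in Mg-EGTA without compound and 100% = EDTA serum blank; some compounds past the cut are filed as inactive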
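Test system – human serum alternative complement pathway, C3 deposition on LPS-coated wells · Buffer or medium – diluted human serum in Mg2+-EGTA GVB++ · Compound dosing – 5 µM each compound, pools of ten, 50 µM per pool · Schedule – 1 h serum-compound exposure at 37 °C · Measured by – Anti-C3 ELISA, OD 450 nm · Read-out basis – percent inhibition of C3 deposition onto LPS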
CatB inh – blocks human cathepsin B protease activity; 0.1% of 63,000 active; inhibition, %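 (tested at 10 µM)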; AID 453; purified cathepsin B, fluorogenic substrate, fluorescence; in the data active means inhibition above about 21%;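 further: 0% = enzyme with no compound and 100% = no enzyme blank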
Ec RNAP inh – inhibitors of Escherichia coli RNA polymerase; P0A8V2; E. coli RNA polymerase, fluorescence transcription assay; inhibition, %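 (tested at 10 µM)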; 0.2% of 62,000 active; AID 559; in the data active means inhibition above about 20%;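 further: 0% = enzyme without compound and 100% = no enzyme blank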
ROCK2 blocker – ROCK2 (human) kinase inhibition; O75116; inhibition, % at 6 µM; 0.35% of 60,000 active; purified ROCK2, Kinase-Glo ATP depletion luminescence;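 active means inhibition above the screen-wide mean inhibition plus 3 SD, cut at about 18% in these data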;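 further: plate controls were DMSO wells for no effect and Y-27632 control wells after no-enzyme background subtraction for full effect; many of its hits are not listed in these tables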
Target sequence (O75116 whole entry, looked up): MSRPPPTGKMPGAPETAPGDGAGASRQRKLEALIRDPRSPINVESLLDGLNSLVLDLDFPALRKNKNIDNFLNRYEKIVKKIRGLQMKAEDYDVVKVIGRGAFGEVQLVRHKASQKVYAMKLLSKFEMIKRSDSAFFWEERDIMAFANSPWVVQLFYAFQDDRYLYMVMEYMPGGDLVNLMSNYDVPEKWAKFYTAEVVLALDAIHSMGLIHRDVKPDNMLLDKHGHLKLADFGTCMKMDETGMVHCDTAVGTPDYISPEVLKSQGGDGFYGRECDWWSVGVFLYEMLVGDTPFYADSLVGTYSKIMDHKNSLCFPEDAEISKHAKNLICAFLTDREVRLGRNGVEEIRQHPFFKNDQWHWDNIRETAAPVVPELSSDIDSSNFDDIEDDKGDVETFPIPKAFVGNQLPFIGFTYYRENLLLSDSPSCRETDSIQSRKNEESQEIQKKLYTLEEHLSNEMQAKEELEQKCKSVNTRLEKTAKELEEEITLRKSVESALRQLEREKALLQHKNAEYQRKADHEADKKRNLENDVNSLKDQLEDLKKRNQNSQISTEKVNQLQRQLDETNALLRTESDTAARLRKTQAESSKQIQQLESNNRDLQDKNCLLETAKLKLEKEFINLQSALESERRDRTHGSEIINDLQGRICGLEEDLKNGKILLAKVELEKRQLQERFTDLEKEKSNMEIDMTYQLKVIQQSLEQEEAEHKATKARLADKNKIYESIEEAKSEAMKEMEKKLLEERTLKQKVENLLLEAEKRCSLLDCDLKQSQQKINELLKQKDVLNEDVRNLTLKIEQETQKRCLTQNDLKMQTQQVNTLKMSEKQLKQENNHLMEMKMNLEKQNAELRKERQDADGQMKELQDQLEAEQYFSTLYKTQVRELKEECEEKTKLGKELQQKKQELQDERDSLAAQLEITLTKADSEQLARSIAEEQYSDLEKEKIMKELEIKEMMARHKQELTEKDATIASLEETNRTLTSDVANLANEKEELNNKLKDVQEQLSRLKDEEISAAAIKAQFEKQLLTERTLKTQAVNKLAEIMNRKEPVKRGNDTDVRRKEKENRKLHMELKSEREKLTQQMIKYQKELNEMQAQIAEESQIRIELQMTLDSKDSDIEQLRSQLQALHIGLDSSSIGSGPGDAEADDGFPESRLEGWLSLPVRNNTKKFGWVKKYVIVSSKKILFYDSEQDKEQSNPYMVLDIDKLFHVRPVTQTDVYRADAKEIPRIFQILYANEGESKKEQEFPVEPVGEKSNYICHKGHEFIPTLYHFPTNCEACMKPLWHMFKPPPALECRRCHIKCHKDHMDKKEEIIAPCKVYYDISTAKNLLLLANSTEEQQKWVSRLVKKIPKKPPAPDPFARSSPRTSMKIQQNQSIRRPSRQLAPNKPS
CatS block – human cathepsin S inhibition; inhibition, %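 (tested at 5 µM per compound within 10-compound mixtures)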; P25774; recombinant cathepsin S, AMC dipeptide fluorescence, pooled mixtures; 0.06% of 62,000 active; AID 501; in the data active means inhibition above about 32%, passing the limit was not always enough;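 further: 0% = enzyme without compound and 100% = blank without enzyme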
CatB mix inh – inhibitors of human cathepsin B in compound mixtures | P07858 | inhibition, %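 (ten-compound pools at 5 µM per compound and 50 µM total)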 | 0.06% of 62,000 active | Purified cathepsin B, AMC dipeptide fluorescence; in the data active means inhibition above about 22%, passing the limit was not always enough;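 further: 0% = enzyme without compound and 100% = no enzyme blank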
An asterisk follows results filed as active; . = not tested or not shown. This is a subset. The share of hits here may be higher or lower than overall.

SMILES	PKA inh	JNK3 inh	RORa activator	AP ELISA ortho	CatB inh	Ec RNAP inh	ROCK2 blocker	CatS block	CatB mix inh
Cc1cccc(OCCCc2c(C)n[nH]c2C)c1	9	0	-1	-12	0	-9	1	5	2
O=C(C1=C(O)C(=O)N(CC2CCCO2)C1c1cccnc1)c1ccco1 (stereo not given)	-5	-1	-10	19	-3	1	-4	2	6
CC(C)C(c1nnnn1C1CCCCC1)N1CCc2ccccc2C1 (stereo not given)	9	2	-14	19	5	-1	5	-6	-1
CC(=O)Nc1ccc(S(=O)(=O)/N=C2\SCCN2S(=O)(=O)c2ccc(NC(C)=O)cc2)cc1	2	0	11	8	2	0	-4	0	6
CC1(C(=O)N(c2ccccc2)C(C(=O)NC2CCCC2)c2ccccn2)CC(=O)N=C2C=CC=CN21 (stereo not given)	9	3	-1	-8	-1	-2	-1	-5	-1
CN1CCN(CCCNC(=O)CCCOc2cc(=O)n(C)c3ccccc23)CC1	6	3	-5	1	2	5	5	13	2
Cc1cc(C)c(S(=O)(=O)N2CCCCC2)c(C)c1-n1ncnn1	10	2	-22	2	2	20	4	8	2
Cc1noc(C)c1C(=O)OCC(=O)NCCc1ccc(Cl)cc1	1	-1	-13	6	5	9	4	-4	-1
CC12CCC(=O)N1C(C(=O)Nc1cccc3ccccc13)CS2 (stereo not given)	4	-1	-12	1	2	-7	3	-6	-1
O=C(NC1CCCCC1)C(c1ccccc1)N1CCOCC1 (stereo not given)	6	-5	-1	22	-2	8	4	-2	7
COc1cccc(-c2cc(C(F)(F)F)n3ncc(C(=O)O)c3n2)c1	1	-3	-14	21	-1	4	1	-4	5
CS(=O)(=O)c1ccc(Cl)c(C(=O)O)c1	10	-1	12	0	0	-1	5	6	-2
COc1ccc(N(CC(=O)Nc2ccc(S(=O)(=O)N3CCCC3)cc2)S(C)(=O)=O)cc1OC	3	4	-4	12	1	3	4	0	4
CCOc1ccc(C2C=C(c3ccccc3)Nc3ncnn32)cc1 (stereo not given)	-2	3	-5	.	-3	-9	5	.	.
COc1ccc(-c2cc3nc(C4CCN(C(=O)OC(C)(C)C)CC4)c(C(=O)O)cn3n2)cc1	4	1	-2	1	3	9	4	9	-4

3 structures already listed, ordered by count of non-hydrogen atoms, ascending.
SMILES	PKA inh	JNK3 inh	RORa activator	AP ELISA ortho	CatB inh	Ec RNAP inh	ROCK2 blocker	CatS block	CatB mix inh
CS(=O)(=O)c1ccc(Cl)c(C(=O)O)c1	10	-1	12	0	0	-1	5	6	-2
CC(C)C(c1nnnn1C1CCCCC1)N1CCc2ccccc2C1 (stereo not given)	9	2	-14	19	5	-1	5	-6	-1
COc1ccc(-c2cc3nc(C4CCN(C(=O)OC(C)(C)C)CC4)c(C(=O)O)cn3n2)cc1	4	1	-2	1	3	9	4	9	-4

Next entries follow.
SMILES	PKA inh	JNK3 inh	RORa activator	AP ELISA ortho	CatB inh	Ec RNAP inh	ROCK2 blocker	CatS block	CatB mix inh
CC(C)(C)c1n[nH]c(=S)n(N)c1=O	2	5	16	0	2	0	4	-1	-3
CCCS(=O)(=O)N1CCC(C(=O)NC2CCCC(C)C2C)CC1 (stereo not given)	2	5	11	15	-2	4	8	-3	8
Cc1nccn1-c1cc(C(C)C)c(C#N)c2nc3ccccc3n12	-2	-3	-4	.	-2	-11	0	.	.
COC(=O)c1cnn2c(C)c(Cc3cccc(F)c3)c(C)nc12	3	-3	-2	7	-2	-4	0	13	0
CCCn1nc(NC(=O)c2ccncc2)c2cc3ccccc3nc21	3	-3	-21	-4	1	2	1	0	4
CN(C)c1ccc(C2N(c3ccc(F)cc3)C(=O)C3CCCN32)cc1 (stereo not given)	-3	-2	9	16	2	-6	-6	-1	0
O=C(c1ccc2nc(N3CCOCC3)sc2c1)N1CCN(C(=O)c2ccco2)CC1	5	1	-10	18	-3	5	-3	-1	1
CCN1CCN(C(=O)CN(c2ccccc2C)S(C)(=O)=O)CC1	10	4	15	-21	3	11	-1	12	25
O=C1OC(N2CCN(C(=O)C3CCCO3)CC2)c2ccccc21 (stereo not given)	0	-9	-8	9	0	9	-2	20	7
CCCn1c(=O)c(-c2ccccc2)c(O)c2ccccc21	-1	-1	6	9	2	8	1	12	8
Cn1c(=O)c2cnc(N3CCOCC3)nc2n(C)c1=O	9	-1	-20	15	2	2	8	-8	1
Cc1cc(NC(=O)COC(=O)C2CCN(S(=O)(=O)c3ccc(Cl)cc3)CC2)no1	3	.	6	9	8	4	.	9	7
Cn1c(=O)oc2cc(S(=O)(=O)N3CCCC(C(=O)NCc4ccc5c(c4)OCO5)C3)ccc21 (stereo not given)	5	-4	2	6	1	7	4	4	2
CCCn1c(SCC(=O)NCCc2ccccc2)nnc1-c1cccnc1	2	-2	-33	9	-3	3	3	-23	-14
CC(C)Oc1cc(O)c2c(=O)c(-c3ccc(O)cc3)coc2c1	8	-1	46	11	-1	9	7	6	-2
COCCOC(=O)c1c(C)oc2ccc(OC(=O)COc3c(F)c(F)c(F)c(F)c3F)cc12	-3	5	-18	0	2	1	-11	0	-1
CCOc1ccc(CCNS(=O)(=O)c2c(C)n[nH]c2C)cc1OCC	-4	-5	-5	10	1	-2	-8	12	1
O=C(c1ccccc1)N1CCN(C(=O)N2CCCCC2)CC1	-8	1	-9	11	6	0	-5	-12	-4
CCOC(=O)CNC(=O)CSc1ncnc2c1cnn2-c1ccc(C)cc1	-1	6	-14	10	1	5	2	1	5
NC(=O)C1C(c2ccccc2)=C1c1ccccc1	7	4	-13	17	.	.	4	0	28
CCOC(=O)c1ccc(Oc2nc(NC)nc(OC)n2)cc1	8	.	-2	10	3	8	.	8	8
CCOC(=O)CC(NS(=O)(=O)c1ccc(NC(C)=O)cc1)c1ccc(OCC)cc1 (stereo not given)	10	0	-5	4	2	14	7	20	5
O=C(c1ccc(S(=O)(=O)N2CCCCC2)cc1)N1CCN(Cc2ccc3c(c2)OCO3)CC1	-1	1	-4	6	3	10	-1	12	7
O=C(CN1CCN(C(=O)N2CCCCC2)CC1)Nc1ccc(F)cc1	8	-2	-8	16	.	.	8	3	5
CCN(Cc1cc2ccc(C)cc2[nH]c1=O)C(=O)c1cccnc1	5	7	-4	-7	2	3	5	8	-3
CCCN1C(=O)/C(=C2\SC(N3CCCCC3)=NC2=O)c2ccccc21	-4	-2	65*	15	1	5	-4	35	1
Cc1csc2ncc(C(=O)Nc3ccc4c(c3)OCCO4)c(=O)n12	2	1	97*	14	4	6	7	-6	1
COCCCNC(=O)c1ccc2c(c1)OCO2	-4	0	2	2	-4	5	5	2	3
CN(C=O)CP(=O)(O)CCN1CCCC1=O	9	-2	-2	7	5	10	5	14	7
O=C(COc1ccc2ccccc2c1Br)N1CCOCC1	3	-1	0	10	2	2	3	5	-6
Cc1cc(OCC(=O)NCCN2CCOCC2)cc(C)c1Br	5	3	-2	20	4	4	1	-4	1
Cc1cc(-c2ccccc2)c(C#N)c(N)n1	.	.	.	15	-2	4	.	-8	7
CSc1nc(=O)n(-c2ccccc2)c(C)c1C(C)=O	11	1	15	9	.	.	4	.	.
CCC(=O)Nc1cc(C)c(NC(=O)c2ccccc2OC)cn1	0	7	17	20	3	3	1	2	6
Cc1nn(-c2cccc(C(=O)O)c2)c(C)c1Oc1ccccc1O	7	-1	4	9	6	6	0	4	1
O=C(c1ccco1)N1CCN(C(c2ccc(F)cc2)c2nnnn2Cc2cccs2)CC1 (stereo not given)	4	-6	14	25	-4	1	2	3	2
COc1ccc(OC)c(C(=O)CSc2nnnn2C)c1	9	-2	-30	-16	-1	0	5	12	1
Clc1ccc(NCc2nncn2-c2ccccc2)cc1	7	-6	-12	7	0	4	0	-17	-2
O=C(CC1NC(=O)NC1=O)Nc1cccc2ccccc12 (stereo not given)	-4	-2	-5	23	-3	-12	-1	-14	-5
CC1C(C#N)=C(N)OC2=C1C(=O)CCC2 (stereo not given)	2	2	-14	-14	4	10	2	-3	2
O=C(CSc1nnc(-c2ccc(Br)cc2)n1C1CCCCC1)N1CCCC1	4	0	1	7	-5	1	3	5	6
CC1CCCN(c2nc3c(c(=O)n(C)c(=O)n3C)n2CCSc2nc3ccccc3o2)C1 (stereo not given)	1	6	12	-6	1	7	4	15	4
COc1cccc(-c2cc(C(F)(F)F)nc(-n3cncn3)n2)c1	-5	-3	-2	19	2	1	-5	-4	6
CC(=O)N1CN(C2CCCC2)Cc2c1sc1c2CCCC1	10	-2	1	-2	-4	1	3	12	5
CC(=O)NC1(c2nnnn2CCOC(=O)Nc2ccc(Cl)cc2)CCCCC1	-3	0	4	0	0	7	-2	0	4

Quoted from the listing:
Result of COC(=O)c1cnn2c(C)c(Cc3cccc(F)c3)c(C)nc12 under CatS block: 13
Result of CC(=O)NC1(c2nnnn2CCOC(=O)Nc2ccc(Cl)cc2)CCCCC1 under CatS block: 0

Next compounds:
SMILES	PKA inh	JNK3 inh	RORa activator	AP ELISA ortho	CatB inh	Ec RNAP inh	ROCK2 blocker	CatS block	CatB mix inh
Cc1ccc(F)cc1NC(=O)c1c(-c2ccccc2)noc1C	2	7	-9	5	2	9	-8	-5	-1
CCCn1c(SCC(N)=O)nnc1C(C)C	6	1	5	16	-1	1	5	-3	2
COc1cccc(C2c3c(oc4ccc(F)cc4c3=O)C(=O)N2CCCN2CCOCC2)c1 (stereo not given)	1	-2	-11	12	-1	8	-1	0	0
NC(=O)CSc1ncc(-c2ccccc2)[nH]1	-1	.	12	7	5	7	.	10	-1
COC(=O)Cc1cc(=O)n(-c2nc3ccccc3s2)[nH]1	-3	8	-10	22	2	0	0	15	-1
CCOc1cc(C#N)c(NC(=O)c2ccco2)cc1OCC	3	4	38	8	-5	-3	2	-11	2
C=CCSc1nnc(-c2ccc(Cl)cc2Cl)o1	7	3	10	10	.	6	5	-2	4
O=C(Nc1nccs1)Oc1ccccc1	1	-2	21	-9	1	7	8	9	0
Brc1ccccc1-c1nc(-c2ccccc2)no1	8	3	15	4	3	2	0	-10	45
Oc1ccc(C=Nc2ccc3ncccc3c2)c(O)c1	6	-10	-20	.	14	7	11	.	.
COc1ccc(OCC(=O)OCC(=O)Nc2ccc(S(=O)(=O)N3CCCCC3)cc2)cc1	-3	-1	-21	0	8	7	0	16	7
Nn1c(SCC(=O)Nc2ccccc2F)nnc1-c1cccnc1	6	-3	-10	4	-2	5	4	-4	0
CCOC(=O)C(C)Sc1nc2c(cnn2-c2ccc(C)cc2)c(=O)[nH]1 (stereo not given)	8	-3	41	-11	1	-9	5	7	3
O=C(CP(=O)(c1ccccc1)c1ccccc1)N1CCCCC1	1	-5	-1	7	-4	6	6	0	8
COc1ccc(OC)c(C2C(C(=O)Nc3cccnc3)=C(C)NC3=C2C(=O)CCC3)c1 (stereo not given)	3	2	2	11	7	2	10	-13	6
Cc1cc(C(=O)OCC(=O)N2c3ccccc3CC2C)c(C)o1 (stereo not given)	1	4	-3	9	2	-8	2	-26	-14
COc1cc(CCC(=O)N2CCN(c3ccc(N4CCOCC4)nn3)CC2)cc(OC)c1OC	4	4	-4	5	13	4	-1	3	7
CCOc1ccc(-n2c(C)nc3cc(C(=O)NCc4ccco4)ccc32)cc1	7	4	11	.	.	.	7	.	.
CC(C)C(=O)N(Cc1ccc2c(c1)OCO2)Cc1ccccn1	6	.	-13	-4	0	5	.	3	0
CC(OC1=CC(=O)CCC1)C(=O)c1ccccc1 (stereo not given)	13	-3	-3	11	2	6	5	1	4
O=C(NCC(=O)N(Cc1cccs1)C(C(=O)NC1CCCC1)c1ccco1)c1cccs1 (stereo not given)	-5	-1	-7	7	1	5	-3	9	4
Cc1cccc(C2CC(c3ccc(Cl)cc3)Nc3nc(N)nn32)c1 (stereo not given)	7	13	-7	0	1	5	1	-8	2
COc1ccc(Cl)cc1C(=O)N(Cc1nc(-c2cccc(C)c2)no1)C(C)C	3	2	-2	5	2	3	4	6	2

Bioassay records: PubChem BioAssay, several laboratories
